Assay outcomes: PubChem BioAssay, National Center for Advancing Translational Sciences (NCATS)
BRCA1 expr up: activators of BRCA1 expression | MCF7-BRCA1-FFLuc reporter, luminescence, 48 h; response scale: scaled: vehicle 0%, 10 µM genistein 100% | Potency, µM (series often up to 46.1 µM), inactives show at the top dose activation, most hits filed as activators | 1.1% of 380,000 active; also: potency is read from the fitted curve at half-maximal effect; nearly all actives have a fitted effect of over 80% in size; some results filed as inactive show a strong effect at the top dose
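MCF7-BRCA1-FFLuc, 2000 cells/well; 2 h attach, 37 °C/5% CO2; compound 48 h; luciferase substrate 15 min; luminescence end-point. Norm. to genistein 10 microM max activation and DMSO; concentration-response curves fitted.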
p53 reactivation: mutant p53 re-activation in reporter cells | H1299 p53-A138V BP100-luciferase reporter, luminescence, 24 h | AID 504706 | Potency, µM (top dose mostly 92.2 µM), inactives show at the top dose activity change, positive = activation, actives largely listed as activators | 0.063% of 320,000 active; also: potency is read from the fitted curve at half-maximal effect; % of control where 0% means no effect; nearly all actives have a fitted effect of over 45% in size
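H1299 (p53-null), stable ts p53-A138V + BP100-Luc; 1000 cells/well, Opti-MEM/10% FBS; cpd 4 pt, 1:5; 24 h, 37 deg C, 5% CO2; detection reagent 10 min RT; luminescence.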
MLL CXXC-DNA inh: inhibitors of human MLL CXXC domain-DNA interaction | Potency, µM (top dose mostly 115 µM), for inactives: top-dose activity change, negative = inhibition, most hits filed as inhibitors | 0.037% of 290,000 active | MLL-CXXC / FITC-HOXA9 DNA fluorescence polarization | Q03164; active = well fitted inhibition curve with a large enough effect in the polarisation, with a control signal flat, not every such curve was filed as active; inconclusive = small, poorly fitted or top-dose-only effect, or effect the other way, or a change in a side signal; inactive = no such curve, though single readings can be large or run the other way; the % refers to the polarisation; also: potency is read from the fitted curve at half-maximal effect
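Steps: dispense CXXC domain solution (7 uM) → pin compounds or unlabeled HOX-A9 DNA control → 5 min ambient → add FLSN-HOX-A9 solution (50 nM) → spin → 30 min ambient → fluorescence polarization. Tris pH 7.5/NaCl/DTT/BSA buffer.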
a7 integrin act: integrin-mediated muscular dystrophy alleviation activation; alpha7betagal myoblasts, beta-gal FDG fluorescence, 48 h; Potency, µM (highest dose often 38.3 µM), for the others: at the highest dose activation, hits mostly activators; 0.064% of 350,000 active;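 also: potency is read from the fitted curve at half-maximal effect; 100% = response of the positive control SU9516; nearly all actives have a fitted effect of over 60% in size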
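alpha7betagal+/- myoblasts (passage 13, 250/well) treated 48 h at 37C with compounds at 1:260 dilution of DMSO stock. Lysed, then beta-galactosidase activity read as FDG fluorescence (ex 480/em 540) after 30 min, with pre-read for autofluorescence.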
A-T KAP1 phos: potential ataxia-telangiectasia treatments restoring KAP-1 phosphorylation. […] A-T fibroblasts, KAP-1 phosphorylation AlphaLISA; neocarzinostatin DNA damage 30 min before lysis. Potency, µM (series often up to 57.5 µM), without a hit: at the top dose activation, most hits filed as activators. 0.19% of 320,000 active. AID 485349; also: potency is read from the fitted curve at half-maximal effect; % of control where 0% means no effect; nearly all actives have a fitted effect of over 45% in size
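ATM-like activity read as KAP-1 phosphorylation via AlphaLISA donor/acceptor antibody pairs after lysis and 6 hr at 25C. Cells were ATM-null patient fibroblasts ([…], hTERT), dosed 60 min, then exposed to the DSB inducer NCS for 30 min.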
ELG1 repair inh: inhibitors of ELG1-dependent DNA repair in HEK293T cells; HEK293T ELG1-luciferase reporter, luminescence, 16 h; DNA damage induced by 5-fluorouridine; Potency, µM (series often up to 46.1 µM), for the others: top-dose activity change, negative = inhibition, usual class: inhibitors; 2.3% of 330,000 active; AID 504467; also: potency is read from the fitted curve at half-maximal effect; % is scaled to controls: 0 for no effect and ±100 for the full control effect; nearly all actives have a fitted effect of over 55% in size
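In this reporter screen, reduction of luminescence relative to DMSO vehicle indicated activity. Compounds and 5-fluorouridine were added together to 2,000 cells per well, incubated for 16 hr at 37 °C, then developed with ONE-Glo.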
PTAP TSG101 blk: blocks PTAP/TSG101 interaction to inhibit HIV-1 budding; Q99816; Fluorescence polarization, FITC-PTAP peptide / Tsg101 binding; Potency, µM (top dose mostly 115 µM), without a hit: at the highest dose activity change, negative = inhibition, actives largely listed as inhibitors; 340,000 tested, under 10 active; AID 493005; active = well fitted inhibition curve with a large enough effect in the main read-out, with a control signal flat, not every such curve was filed as active; inconclusive = small, poorly fitted or top-dose-only effect, or effect the other way, or a change in a side signal; inactive = no such curve, though single readings can be large or run the other way; also: potency is read from the fitted curve at half-maximal effect; % of control where 0% means no effect
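Fluorescence anisotropy tracks displacement of a FITC-tagged PTAP peptide (50 nM) from the Tsg101 binding domain (10 uM), following a 20 min room-temperature incubation at pH 7.5.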
TCR activator: T cell receptor activation | primary human leukocytes, anti-CD3, IL-2 HTRF, 48 h | Potency, µM (titrated, usually from 9.22 µM), without a hit: at the highest dose activation of IL-2 secretion, actives largely listed as activators | 330,000 tested, under 10 active; also: % of control where 0% means no effect
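TCR engagement came from a-CD3 beads alone, with compounds added to primary human leukocytes for 48 hr. Secreted IL-2 bridged europium cryptate- and d2-labelled anti-IL-2 antibodies, giving FRET emission at 665nm after 320nm excitation.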
B2AR arrestin: recruits beta-arrestin to the human beta2-adrenergic receptor; P07550; beta-arrestin recruitment to beta2AR, cell-based reporter; Potency, µM (series often up to 46.1 µM), for inactives: at the highest dose activation, hits mostly activators; 0.02% of 330,000 active; AID 492947;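 also: potency is read from the fitted curve at half-maximal effect; 0% = DMSO controls and full agonism = EC100 isoproterenol or metaproterenol; nearly all actives have a fitted effect of over 65% in size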
TRPV1 ag: human TRPV1 agonism; Q8NER1; TRPV1-expressing cells, Fluo-8 calcium influx, agonist mode; activation, % at 8.33 µM; 0.19% of 320,000 active; AID 540275; in the data active = activation above about 80%; inconclusive = between about 30% and that limit; also: 0% is about no effect
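Fluo-8 calcium influx in TRPV1-expressing cells, kinetic read (ex 480/em 520 nm). Compound added and read 3 min for agonist activity, followed by capsaicin at EC20 final and 2 min further read for enhancement.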
Starred values were filed as active, the others as inactive; ? = inconclusive; . = not tested or not shown; [ ] = remark or other dose. Unless noted, calls follow the shape of the dose curve; as a rule, active = well fitted curve in the direction sought with a large enough effect; inconclusive = small, poorly fitted or top-dose-only effect, or another doubt; inactive = no such curve, though single readings can be large; an effect the other way counts as inactive or inconclusive.

Values run as follows: BRCA1 expr up, p53 reactivation, MLL CXXC-DNA inh, a7 integrin act, A-T KAP1 phos, ELG1 repair inh, PTAP TSG101 blk, TCR activator, B2AR arrestin, TRPV1 ag
CN1CCN(c2nc3c(c(=O)n(C)c(=O)n3C)n2Cc2ccc(Cl)cc2)CC1
 : -15%, 2%, -10%, -34%, 13%, -22%, -4%, -7%, 0.0%, -1
CC1Cc2ccccc2N1C(=O)CCNS(=O)(=O)c1ccc2c(c1)CCC(=O)N2 (centres undefined)
 : -12%, 14%, 6%, 3%, ., -20%, -9%, -4%, -3.1%, ?
CC(=O)Nc1cccc(C(=O)OCC(=O)c2ccc(S(=O)(=O)N3CCCCC3)cc2)c1
 : 7%, 10%, ., 4%, 3%, -3%, 5%, 3%, 0.3%, -4
Cc1nn(CC(=O)NC2CCCCC2)c(=O)c2cccn12
 : -3%, 13%, -8%, 3%, 1%, 17%, -8%, -3%, -0.6%, -2
C=CCn1c(C)cc(C(=O)CSc2nnc(-c3cccc(S(=O)(=O)N(CC)CC)c3)o2)c1C
 : 0%, -2%, -3%, -36%[inhibitor], -2%, 16µM*, -1%, -5%, 4.6%, 2
CCN(CC)C(=O)c1sc(N)c(C#N)c1C
 : 32%, -1%, 2%, 20%, 2%, 10%, -7%, 4%, 0.1%, 3
COc1cc(OC)cc(C(=O)NC(C(=O)N2CCc3ccccc3C2)C(C)C)c1 (centres undefined)
 : -88%[inhibitor], 2%, 6%, 0%, 6%, ?, -1%, -1%, -0.2%, ?
COc1ccc(CN2CC(C(=O)NCCC3=CCCCC3)CC2=O)cc1 (centres undefined)
 : -1%, 2%, -8%, -27%, -4%, 4%, -4%, 9%, -0.5%, 9
COc1ccc(C2(CNC(=O)c3ccc(N)cc3)CCCC2)cc1
 : -20%, ., -5%, 7%, 3%, -2%, 1%, -2%, -0.2%, 5
Clc1ccc(OCc2cc(-c3ccccc3)no2)c(Cl)c1
 : 27%, -4%, 0%, -5%, 24%, ?, -1%, 1%, -0.2%, 20
CCc1c(C)sc(NC(=O)C2CCCO2)c1C#N (centres undefined)
 : 12%, 12%, 0%, -18%, 3%, ?, -4%, -1%[46.1 µM], -0.3%, 7
Cc1cc(C)c2c(N)c(C(=O)Nc3ccc(F)cc3)sc2n1
 : ?, ?, 6%, -33%, 25%, ?, -12%, -5%, -0.1%, 1
COc1cccc(-c2ncc3ccccc3c2CO)c1
 : -3%, -3%, ., 27%, 2%, ?, -1%, 1%, -0.4%, -1
O=C(NC1CCCc2ccccc21)c1cncc(Br)c1 (centres undefined)
 : 7%, 0%, 1%, -5%, -1%, ?, 0%, 2%, 0.3%, 2
O=C(Cn1c(=O)c2cccn2c2cccnc21)N1CCN(c2ccc(Cl)cc2)CC1
 : -2%, 2%, 14%, 16%, -6%, ?, -3%, -6%, -0.5%, -2
CCN1c2cccc3cccc(c23)S1(=O)=O
 : 0%, -5%, 2%, 1%, 8%, 15%, -2%, -21%, 0.1%, 1
COc1ccccc1N(CC(=O)Nc1ccccc1)S(=O)(=O)c1cccs1
 : -9%, 16%, ., 3%, -5%, -2%, -2%, 1%, -0.2%, 8
Cn1c(-c2ccsc2)c(-c2cccs2)c2cc(-c3ccc4cc[nH]c4c3)ccc21
 : -62%, 11%, ., 29%, 17%, 1%, 1%, 11%, 0.2%, 4
CSc1ccc(/C=C2\C(=N)N3N=C(CC(=O)N4CCOCC4)SC3=NC2=O)cc1
 : -3%, 5%, 9%, 0%, 5%, 9%, -3%, -12%, -0.1%, -1
CC(=O)N1CCN(c2ccc(NC(=O)c3ccccc3Cl)cc2)CC1
 : 11%, 4%, -18%, 11%, -1%, 0%, -3%, -5%, 0.5%, -4
O=C(COc1ccccc1[N+](=O)[O-])N/N=C/c1ccccn1
 : -14%, ?, 5%, 0%, 1%, 23%, -4%, 4%[46.1 µM], -0.7%, 0
NC(=O)COC(=O)c1ccccc1SCC(=O)NC1CCCCCCC1
 : 34%, -5%, ., 0%, -2%, 16%, 0%, 3%, 0.1%, -1
O=C(NNc1ccc(Cl)cc1)c1c(F)cccc1Cl
 : -21%, -3%, -10%, 11%, 1%, -9%, 1%, 0%, -0.5%, 10
CC(=O)c1cccc(NC(=O)c2sc3nc4n(c(=O)c3c2C)CCCC4)c1
 : 0%, -1%, 11%, 24%, -3%, 0%, -9%, 5%, -0.2%, 25
O=[N+]([O-])c1ccc(S(=O)Cc2ccccc2)c([N+](=O)[O-])c1 (centres undefined)
 : -88%, ., ., -54%[inhibitor], ., ., -5%, 2%, ., .
COCCOc1cc(-n2cccc2)c(Cl)cc1Cl
 : -10%, 2%, 10%, -23%, 0%, 0%, -5%, -1%, -1.0%, 17
CC(C)(C)N(Cc1ccccc1)C(=O)CSc1nnc(CNc2ccc(F)cc2)o1
 : -16%, ., 6%, -19%, ., ., -1%, 6%, ., 18
O=S(=O)(Nc1ccccc1)c1ccc(NS(=O)(=O)c2c(F)cccc2F)cc1
 : 0%, -6%, 1%, ?, 1%, -6%, 0%, 6%, 0.1%, -3
COC(=O)c1sc(NC(=O)C2CCCO2)c(C(=O)OC)c1C (centres undefined)
 : 8%, -5%, 3%, 15%, -5%, ?, -11%, -2%, -0.7%, -1
O=C(COC(=O)c1ccccc1O)Nc1cccnc1Cl
 : 2%, 18%, -2%, 12%, 8%, -3%, -1%, 2%[46.1 µM], -0.9%, 0
CCc1nc(Cl)c(C#N)c2c1CSC(C)(C)C2
 : 8%, -20%, -5%, 23%, 3%, -1%, -7%, -1%[46.1 µM], 0.0%, 1
O=C(CN1CCN(CC(=O)Nc2ccccc2C(F)(F)F)CC1)Nc1ccccc1F
 : -26%, -8%, 1%, -14%, 4%, -5%, -3%, 0%, 0.3%, 20
COc1ccc(CC(=O)NNC(=O)COc2ccc3ccccc3c2)cc1
 : -16%, -1%, 6%, -26%, -5%, 14%, -8%, 3%[46.1 µM], -1.6%, 4
CCOC(=O)CCSc1nc(-c2ccccc2)cc(C(F)(F)F)n1
 : -9%, -5%, 1%, -19%, ., -2%, -1%, -4%[46.1 µM], -0.5%, 6
O=C(CSc1ccc(Br)cc1)Nc1ccccc1Oc1ccccc1
 : -9%, -12%, 1%, 29%, 4%, -1%, -3%, -8%[46.1 µM], -0.9%, 7
CC(C)CCNC(=O)CC1Nc2c3ccccc3nc(=S)n2C1=O (centres undefined)
 : -3%[1.84 µM], -3%, 15%, 14%, -4%, -14%, -8%, 5%, 0.3%, 4
CN(C)S(=O)(=O)c1cccc(NC(=O)/C=C/c2ccc(S(=O)(=O)N3CCOCC3)cc2)c1
 : -39%, -4%, ., -8%, 4%, 23µM*, 0%, 6%, 0.0%, -4
CCC1Sc2ccc(S(=O)(=O)CCC(=O)Nc3ccc(C(=O)OC)cc3)cc2NC1=O (centres undefined)
 : -8%, -3%, 6%, -4%, 0%, -16%, -5%, -25%, 0.3%, 3
Cc1ccnc(N/C=C(/NC(=O)c2ccccc2)C(=O)N/N=C\c2ccc(F)cc2)n1
 : -6%, ., 8%, -8%, ., ., -1%, -3%, ., 2
COc1ccc(CNC(=O)CNS(=O)(=O)c2cccc(C#N)c2)cc1OC
 : -13%, 2%, -13%, 23%, 14%, 10%, -5%, 7%, 0.4%, 5
O=C(COc1ccccc1)Nc1ncn[nH]1
 : 30%, 12%, -10%, -2%, 10%, ?, -4%, 5%, -0.3%, -3
Cc1c(NS(=O)(=O)c2cccc(C(=O)Nc3ccccc3)c2)c(=O)n(-c2ccccc2)n1C
 : -1%, 5%, ., -17%, 2%, -29%, -3%, 2%, 0.4%, 0
OCCCCCNc1ncnc2ccccc12
 : -21%, 0%, ?, -27%, 3%, ?, -1%, 4%[46.1 µM], -0.2%, -4
COc1cc(/C=N/n2cnnc2)ccc1OS(=O)(=O)c1ccccc1[N+](=O)[O-]
 : 39%, 1%, ?, -37%, 7%, -6%, -1%, 3%[46.1 µM], 0.1%, -3
CCOC(=O)CSc1nc2sc(C(=O)O)c(C)c2c(=O)[nH]1
 : 44%, 0%, 22%, 0%, 1%, 8%, -1%, 0%, 0.3%, 1
O=C(Nc1cccc(Cl)c1)Nc1cc(S(=O)(=O)N2CCOCC2)ccc1N1CCCC1
 : -52%, -7%, ?, -10%, 0%, -19%, 0%, -4%[46.1 µM], -0.5%, -3
